PfHsp90 set2 – inhibits growth of yeast expressing Plasmodium falciparum Hsp90; S. cerevisiae expressing PfHsp90, BacTiter-Glo ATP, 48 h; yeast lacking PDR1 and PDR3 efflux regulators; inhibition, % at 9.4 µM; 310,000 compounds, 0.32% hits;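 active = every replicate shows inhibition above about 80%, whatever the replicate mean, limit read from the data; inconclusive = mean inhibition reaches the set limit but some replicate falls short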;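 note: 0% = DMSO neutral controls and 100% = 20 µM radicicol positive controls; yeast relying on Plasmodium falciparum Hsp90 in place of its own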
Tat export inh – E. coli Tat transport inhibition; E. coli MC4100 TorA-mCherry Tat export, fluorescence; inhibition, % at 10 µM; 340,000 compounds, 0.036% hits;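 active = mean replicate inhibition at least 50% and at least half of replicates individually reaching 50%; inconclusive = only one of the two criteria met; inactive = neither criterion met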;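 note: exported cargo escapes ClpAP degradation while cytoplasmic cargo is degraded and loses fluorescence; 0% = median of neutral control wells and 100% = median of NaSCN control wells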
DAGLB inh – diacylglycerol lipase beta (human) inhibition; Q8NCG7; HEK293T DAGLB membrane lysate, EnzChek fluorogenic substrate; inhibition, % at 5.17 µM; 340,000 compounds, 0.059% hits; in the data active = inhibition above about 34%;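 note: 0% = enzyme with vehicle and 100% = wells lacking enzyme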
Target sequence (Q8NCG7 whole entry, looked up): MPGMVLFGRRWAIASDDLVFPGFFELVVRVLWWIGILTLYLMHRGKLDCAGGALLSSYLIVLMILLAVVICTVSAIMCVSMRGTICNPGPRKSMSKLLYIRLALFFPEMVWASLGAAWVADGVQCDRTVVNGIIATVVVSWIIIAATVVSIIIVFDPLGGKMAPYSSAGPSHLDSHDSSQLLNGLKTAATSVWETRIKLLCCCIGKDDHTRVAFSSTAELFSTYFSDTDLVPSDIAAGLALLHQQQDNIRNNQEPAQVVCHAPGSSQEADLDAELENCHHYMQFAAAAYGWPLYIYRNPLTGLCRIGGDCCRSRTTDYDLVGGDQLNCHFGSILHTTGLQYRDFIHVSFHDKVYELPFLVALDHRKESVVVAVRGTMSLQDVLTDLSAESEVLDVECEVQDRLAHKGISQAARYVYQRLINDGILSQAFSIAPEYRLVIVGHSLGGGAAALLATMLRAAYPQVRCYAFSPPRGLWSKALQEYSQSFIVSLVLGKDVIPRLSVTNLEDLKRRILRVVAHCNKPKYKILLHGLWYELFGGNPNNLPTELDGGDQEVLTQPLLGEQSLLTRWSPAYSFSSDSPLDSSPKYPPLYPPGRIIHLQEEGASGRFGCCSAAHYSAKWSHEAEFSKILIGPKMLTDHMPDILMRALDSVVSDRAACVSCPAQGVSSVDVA
E coli growth – bacterial growth inhibition, counter-screen for AddAB inhibitors; E. coli V3065 growth, OD600 absorbance, 18 h; inhibition, % at 11.9 µM; 330,000 compounds, 0.27% hits; AID 449728;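 active = inhibition above the campaign's mean inhibition across all tested compounds plus 3 SD, cut at about 9.9% in these data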;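 note: uninfected addAB+ strain grown without phage in ampicillin broth; 0% = DMSO wells and 100% = ciprofloxacin 0.95 µg/ml wells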
CAL PDZ inh – inhibitors of human CAL PDZ peptide binding; 330,000 compounds, 0.02% hits; Q9HD26; AID 504414; inhibition, % at 20 µM; purified CAL PDZ, TMR-peptide fluorescence polarization, 1 h;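 active = highest replicate inhibition of at least 40%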;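 note: plate controls were DMSO neutral control wells for no effect and unlabeled competitor peptide control wells for full effect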
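System: tagged CAL PDZ domain. Schedule: 1 h room-temperature incubation prior to read. Signal: fluorescence polarization (mP). Measure: percent inhibition from loss of millipolarization.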
PvdQ inh – blocks Pseudomonas aeruginosa PvdQ acylase activity | purified PvdQ acylase, fluorescence plate reader | inhibition, % at 10 µM | 340,000 compounds, 0.063% hits | AID 488965; in the data active = inhibition above about 30%, passing the limit was not always enough; inconclusive = no clear call, values can overlap the other calls;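 note: 0% = vehicle neutral wells and 100% = reference inhibitor wells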
Rtt109 Vps75 – inhibitors of Candida albicans Rtt109/Vps75 histone acetyltransferase; purified Rtt109/Vps75, ThioGlo CoA-SH fluorescence, 4 h; inhibition, % at 34.9 µM; 330,000 compounds, 0.16% hits;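 active = inhibition of at least 50% in every replicate; inconclusive = best replicate reaches 50% inhibition but some replicates fall short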
Target sequence (Q5AAJ8 whole entry, looked up): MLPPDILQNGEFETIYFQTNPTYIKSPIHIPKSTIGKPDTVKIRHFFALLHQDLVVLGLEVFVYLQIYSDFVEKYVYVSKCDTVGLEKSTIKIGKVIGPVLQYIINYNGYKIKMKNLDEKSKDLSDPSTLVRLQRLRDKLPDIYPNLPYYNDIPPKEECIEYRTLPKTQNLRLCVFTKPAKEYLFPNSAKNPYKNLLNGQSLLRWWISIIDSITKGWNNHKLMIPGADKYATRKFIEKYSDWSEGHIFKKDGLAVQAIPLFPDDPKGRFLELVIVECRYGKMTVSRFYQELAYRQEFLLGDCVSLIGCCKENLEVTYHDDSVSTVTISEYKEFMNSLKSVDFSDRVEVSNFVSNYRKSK
Wnt bcat act – activators of Wnt/beta-catenin signaling | Wnt/beta-catenin reporter cell assay, activator, plate reader | 300,000 compounds, 1.2% hits | activation, % at 9.35 µM; in the data active = activation above about 30%, passing the limit was not always enough; inconclusive = no clear call, values can overlap the other calls;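 note: 0% = neutral control wells and 100% = positive control wells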
phage Ecoli inh – E. coli growth loss with phage present; growth absorbance; inhibition, % at 11.9 µM; 360,000 compounds, 0.26% hits; AID 651602; in the data active = inhibition above about 11%
AddAB inh – less growth of phage-infected E. coli with AddAB; 330,000 compounds, 0.29% hits; AID 435030; inhibition, % at 11.9 µM; E. coli expressing H. pylori AddAB, absorbance growth; in the data active = inhibition above about 12%;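 note: 0% = vehicle wells of infected cells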
* hit, by the source's call; ? = inconclusive; · = not tested or not shown; & = joins results of further samples. Compounds as they come; overall some 1.9% were active at least once.

Structure	E coli growth	DAGLB inh	Tat export inh	Wnt bcat act	Rtt109 Vps75	CAL PDZ inh	AddAB inh	PfHsp90 set2	PvdQ inh	phage Ecoli inh
Cc1ccc(OCC(=O)NNC(=O)C2CCN(c3ncccn3)CC2)cc1	2.5	-2	-8	·	·	-2.3	2.3	7	-12	1.1
Cn1ncc(C#N)c1NC(=O)C1CC(c2c(F)cccc2Cl)=NO1 (stereo not drawn)	0.2	2	-7	·	42	-3.6	1.6	7	9	-2.0
O=C1OC(c2ccccc2)=N/C1=C\C=C\c1ccccc1[N+](=O)[O-]	-5.2	2	0	·	18	-2.4	-0.2	-1	4	2.6
CC(C)CNC(=O)c1cccc(NC(=O)c2ccc3c(c2)C(=O)N(C)C3=O)c1	1.0	1	-9	-3	-2	-1.0	1.3	7	-15	0.6
O=c1[nH]c2cc3c(cc2cc1CN(CCO)S(=O)(=O)c1ccccc1)OCCO3	-1.6	-1	3	1	0	-0.5	-0.3	5	-4	·
CS(=O)(=O)N(CC(=O)N1CCN(c2ccccc2)CC1)Cc1ccc(Cl)cc1	0.0	0	4	·	8	-0.1	2.3	-6	2	1.3
O=C(COc1ccccc1[N+](=O)[O-])Nc1ccccc1N1CCCCC1	-0.3	-5	5	·	9	-0.6	3.5	-18	3	·
CN(c1ccccc1)S(=O)(=O)c1cccc(C(=O)NCCCN2CCCC2=O)c1	1.0	1	2	2	37	-3.6	-1.5	-1	10	4.4
O=C(NCc1ccc(F)cc1)C(c1ccccc1)N(C(=O)c1csnn1)c1ccccc1 (stereo not drawn)	0.8	-2	-2	-3	19	-1.3	2.7	11	4	0.8
O=C(NCC(c1ccco1)N1CCOCC1)c1ccc(C(F)(F)F)cc1 (stereo not drawn)	3.5	-2	9	-4	4	-0.8	1.1	-2	-11	2.4
CCc1cccc(C)c1NC(=O)N(C)C1CCCCC1	1.3	0	-2	-1	-3	-1.0	-0.9	2	-2	2.8
CCN(CC)S(=O)(=O)c1ccc(C(=O)NN(C)C2=NS(=O)(=O)c3ccccc32)cc1	-0.7	1	-5	0	0	-0.5	2.8	-8	-11	1.4
C=C1c2ccccc2O[C@H](C(=O)OCC)[C@@H]1C1CCCCC1	2.0	-9	-1	-2	-15	-0.5	1.4	7	-21	2.3
CCOc1ccc(C=NN2CCCCCC2)cc1OCC	·	2	10	-3	-4	-0.5	·	-13	-4	3.5
CCN(CC)S(=O)(=O)c1ccc(N2CCCC2)c(NC(=O)Cc2ccccc2)c1	0.2	-2	8	-2	8	-1.8	0.9	-8	-7	0.9
CCOC(CNC(=O)c1cccc([N+](=O)[O-])c1)OCC	1.0	-4	-3	0	-6	-0.1	1.6	7	-3	2.0
O=C(CSc1ccc(Br)cc1)NC1CCS(=O)(=O)C1 (stereo not drawn)	-2.1	-1	-8	2	10	-2.1	0.7	·	17	-0.7
O=C(CNS(=O)(=O)c1ccc(Br)cc1)N1CCN(Cc2ccccc2)CC1	-0.5	-1	-5	-3	-6	-2.4	1.3	-10	-22	0.1
O=S(=O)(c1ccc(F)c(Cl)c1)N1CCN(C/C=C/c2ccccc2)CC1	1.9	-8	-1	2	0	0.3	-0.3	·	-9	0.9
Cc1sc2ncnc(N3CCC(C(=O)Nc4cc(Cl)ccc4Cl)CC3)c2c1C	1.4	-4	1	-3	-1	-0.4	0.2	-45	-16	2.5
S=c1[nH]nc(-c2cccs2)n1/N=C/c1c(Cl)cccc1Cl	-2.7	5	-2	-1	-1	-4.0	-0.2	-23	-2	0.2
COc1ccc(NC(=O)Nc2ccc3c(c2)N(C)C(=O)CS3)cc1OC	-0.1	1	5	1&-4	-2	-1.8	4.5	30	-9	2.3
Oc1cccc(NC(=S)Nc2cccnc2)c1	-4.4	-1	3	2	3	0.2	-2.5	-41	-2	5.0
CC(=O)N1Cc2cc([N+](=O)[O-])ccc2Oc2ccccc21	-2.4	2	?	-3	0	-1.9	1.0	-1	-12	2.9
COc1ccc(-c2c(-c3ccsc3)oc(=O)c3cc(OC)c(OC)cc23)cn1	-0.7	-9	-1	-1	-2	-0.5	0.9	5	-19	2.8
O=C(Cc1cccc2ccccc12)Nc1ccc2oc(-c3ccccc3)nc2c1	-1.6	-2	4	11	1	0.0	-1.2	·	-13	2.5
O=C(CSc1nnc(-c2ccncc2)o1)Nc1nncs1	-0.2	2	8	3	-1	-0.7	1.0	5	-3	-0.6
CCCC(=O)NC(c1cccs1)c1cc(Cl)c2cccnc2c1O (stereo not drawn)	29*	16	2	-6	-13	-1.6	27*	120*	-9	21*
CC(C)(C)N=Cc1c(O)ccc2oc3c(c12)CCCC3	2.5	0	-2	0	-4	1.4	0.7	-14	3	-4.7
CC[C@@]1(c2cccc(C)c2)C(=O)N(C(=O)OC)N1C(=O)OC	0.5	-4	-6	-1	3	0.1	2.6	0	-12	-1.8
COc1cc(S(=O)(=O)N2CCOCC2)cc(C(=O)NCC(c2cccs2)N2CCOCC2)c1OC (stereo not drawn)	-0.7	-6	-2	1	-3	-0.2	0.3	-5	-16	3.8
Cc1occc1C(=O)NCc1cccc(CNC(=O)c2ccoc2C)c1	-1.3	-3	?	·	-4	-0.3	1.3	·	-1	·
Cc1ccc(NC(=O)CSCC(=O)O)cc1	2.2	2	17	1	-1	-1.4	1.1	-24	-14	2.1
COc1ccc(C2NC(=O)c3sc(=S)n(-c4ccccc4)c3N2)cc1 (stereo not drawn)	1.6	2	-4	·	0	-0.4	2.6	-8	-1	1.7
CC(=O)N(C)c1cccc(-c2ccc3nnc(C)n3n2)c1	0.0	0	-4	2	10	-1.1	2.7	21	-3	-0.2
C/C=C/C(=O)Nc1cccc(C2=NOC3(C2)C[C@@H](C(N)=O)N(C(=O)/C(C)=C/C)C3)c1 (stereo partly drawn)	0.4	-3	-26	-3	-10	-0.1	-0.5	4	-6	0.3
CCC(C(=O)NCc1ccc(F)cc1)N(CCc1ccccc1)C(=O)c1snc(C(N)=O)c1N (stereo not drawn)	-3.5	0	-3	0	7	-2.3	2.1	-3	14	2.0
C=CCCCCCCCC(=O)OC	-1.0	-4	?	2	11	-0.1	2.0	·	-1	2.1
CCOC(=O)c1oc2ccccc2c1COC(=O)CNC(=O)c1ccc(C)cc1	0.7	-4	-3	0	10	-3.3	6.3	6	5	0.8
Cc1ccccc1NC(=O)COc1coc(CN2CCCc3ccccc32)cc1=O	-0.5	-3	3	4	7	-0.3	0.2	15	-10	0.4
CN1CCN(CCCNC(=O)c2ccc(/C=C3\Oc4ccccc4N(Cc4ccccc4F)C3=O)cc2)CC1	-2.1	0	17	-1	-19	-5.1	1.3	36	-4	-0.2
CN(CC(=O)Nc1ccccc1C(=O)N1CCCC1)S(=O)(=O)c1ccc(Br)cc1	0.1	0	3	·	-2	-2.5	1.1	·	-10	0.4
CCN(CC)S(=O)(=O)c1cccc(C(=O)OC2CCOC2=O)c1 (stereo not drawn)	1.4	-2	-5	-1	-20	-3.4	4.4	-12	-12	-1.8
O=C(COc1cccnc1[N+](=O)[O-])NCCc1ccc(F)cc1	1.6	-2	-1	-1	1	-0.2	2.5	-3	-15	1.9
COc1ccc(NC2CCCN(C(=O)C3=NN(C)C(=O)CC3)C2)cc1OC (stereo not drawn)	1.8	-2	0	-1	-11	-1.7	4.4	23	-19	3.5
CCOc1ccc(-c2noc(CCCC(N)=O)n2)cc1OC	-0.5	-1	1	0	-1	0.6	0.0	-12	-9	2.5
COc1ccccc1NC(=O)Cc1nnc(SCC(=O)c2ccc(F)cc2)n1C	-0.2	-2	-4	-3	2	-1.5	1.5	-21	-12	-0.1
O=C(NNS(=O)(=O)c1ccc(F)cc1)c1ccc([N+](=O)[O-])cc1Cl	0.3	-1	9	-1	4	0.0	4.2	14	-22	0.5
CC(C)(Cc1cc(CC(C)(C)C(=O)O)cc(C(C)(C)C)c1)C(=O)O	0.1	4	0	-3	-1	-0.8	-3.4	-7	-9	1.1
COc1cccc(OCCNC(=O)c2cc([N+](=O)[O-])cc([N+](=O)[O-])c2)c1	1.6	2	-13	-2	4	-1.7	2.0	-8	-4	2.9

Continuation.
Structure	E coli growth	DAGLB inh	Tat export inh	Wnt bcat act	Rtt109 Vps75	CAL PDZ inh	AddAB inh	PfHsp90 set2	PvdQ inh	phage Ecoli inh
COc1ccccc1NC(=S)N(Cc1ccccc1)Cc1cccs1	-1.9	-3	-8	4	4	-0.9	1.1	17	-1	0.5
CCCN(CCC)S(=O)(=O)c1ccc(C(=O)N2CCOCC2)cc1	0.7	-3	4	·	-3	-1.2	0.8	·	-14	1.8
CCCCCCCCCCOC(=O)Cn1c(COc2ccc(Cl)cc2)[n+](C)c2ccccc21	1.2	14	34	4	-4	-0.2	0.0	106*	-7	5.0
O=C(Nc1ncn[nH]1)C(F)(F)C(F)F	1.2	-2	3	·	-8	-0.8	1.7	13	8	2.0
NS(=O)(=O)c1ccc(CCNC(=O)CCCCCNc2nc(=S)[nH]c3ccccc23)cc1	3.6	·	·	-4	·	·	4.1	·	·	2.4
Oc1ccc(Br)cc1/C=N/Nc1ccccn1	9.6	0	-5	-15	-6	-0.6	4.7	107*	2	4.5
O=C(CSc1nnc(-c2ccccc2)o1)Oc1ccc(Br)cc1	1.5	-3	0	1	3	-0.9	-0.7	·	-7	0.0
O=C(CCC(=O)N(CC(=O)NC1CCCC1)Cc1ccc2c(c1)OCO2)Nc1nccs1	-2.6	·	·	-2	·	·	-0.7	·	·	4.4
O=C(Nc1cccc2ncccc12)c1ccccc1F	·	4	2	-2	-3	-0.2	·	-15	-9	-0.7

Reformatted: entries from further up.
CCN(CC)S(=O)(=O)c1ccc(C(=O)NN(C)C2=NS(=O)(=O)c3ccccc32)cc1
  E coli growth = -0.7; DAGLB inh = 1; Tat export inh = -5; Wnt bcat act = 0; Rtt109 Vps75 = 0; CAL PDZ inh = -0.5; AddAB inh = 2.8; PfHsp90 set2 = -8; PvdQ inh = -11; phage Ecoli inh = 1.4
C=C1c2ccccc2O[C@H](C(=O)OCC)[C@@H]1C1CCCCC1
  E coli growth = 2.0; DAGLB inh = -9; Tat export inh = -1; Wnt bcat act = -2; Rtt109 Vps75 = -15; CAL PDZ inh = -0.5; AddAB inh = 1.4; PfHsp90 set2 = 7; PvdQ inh = -21; phage Ecoli inh = 2.3
CCOc1ccc(C=NN2CCCCCC2)cc1OCC
  E coli growth = ·; DAGLB inh = 2; Tat export inh = 10; Wnt bcat act = -3; Rtt109 Vps75 = -4; CAL PDZ inh = -0.5; AddAB inh = ·; PfHsp90 set2 = -13; PvdQ inh = -4; phage Ecoli inh = 3.5
CCN(CC)S(=O)(=O)c1ccc(N2CCCC2)c(NC(=O)Cc2ccccc2)c1
  E coli growth = 0.2; DAGLB inh = -2; Tat export inh = 8; Wnt bcat act = -2; Rtt109 Vps75 = 8; CAL PDZ inh = -1.8; AddAB inh = 0.9; PfHsp90 set2 = -8; PvdQ inh = -7; phage Ecoli inh = 0.9
